Source: PubChem
Cav32 inh – Cav3.2 calcium influx blockers – cell-based, Fluo-4 calcium fluorescence, FDSS, MLSMR library, primary screen; B-score at 10 µM; AID 449739, 2010; Cav3.2-expressing cells; active compounds read low; Voltage-dependent T-type calcium channel subunit alpha-1H (Homo sapiens), O95180; 100,000 compounds, 4% hits;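 active = single-dose well whose peak fluorescence ratio is a statistical outlier from its plate by either plate-standardised score or position-corrected B-score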
Numbers without * were called inactive. An excerpt; rates above refer to the full screens.

Cav32 inh,compound
-0.2,CC(C)CCNC(=O)CN(Cc1ccc2c(c1)OCO2)C(=O)CCC(=O)Nc1ccccn1
-0.0538,CCOC(=O)c1ccc(NC(=O)CNC(=O)c2ccccc2)cc1
0.192,O=C(C1=C(O)C(=O)N(CCN2CCOCC2)C1c1ccccc1)c1cccs1 (stereo unspecified)
-1.57,Fc1cccc(C2CC(c3cccc(Br)c3)Nc3nnnn32)c1 (stereo unspecified)
-0.13,Cc1ccc(NC(=O)Cn2c(CCC(=O)O)ccc2-c2cccs2)cc1
-1.06,Cc1[nH]nc2oc(=O)c(CCO)c(C)c12
-1.62,COc1ccc(NCc2nnc(SCC(=O)Nc3cccc(C)c3)o2)cc1
1.17,Cc1ccc(-c2nc(=S)c3c(n2CCN2CCOCC2)CC(C)(C)OC3)cc1
0.744,CC(=O)N[C@H]1[C@H]([C@H](O)[C@H](O)CO)OC(C(=O)O)=C[C@@H]1O
1.02,C=C1CCN([C@H](C(=O)NCc2ccc(OC)cc2)C(C)C)S(=O)(=O)c2ccccc21

Three of the entries above in order of their number in Cav32 inh, high to low:
Cav32 inh,compound
1.17,Cc1ccc(-c2nc(=S)c3c(n2CCN2CCOCC2)CC(C)(C)OC3)cc1
1.02,C=C1CCN([C@H](C(=O)NCc2ccc(OC)cc2)C(C)C)S(=O)(=O)c2ccccc21
-1.57,Fc1cccc(C2CC(c3cccc(Br)c3)Nc3nnnn32)c1 (stereo unspecified)

(cont.)
Cav32 inh,compound
-0.0508,COc1ccc(C2C(C#N)=C(N)N(Nc3ccccc3)C3=C2C(=O)CC(C)(C)C3)cc1C (stereo unspecified)
-0.204,CCn1c(Cc2ccc(OC)cc2)nnc1SCC(=O)Nc1nc2ccccc2s1
-4.69*,Cc1ccccc1Cn1nc(C)c(NC(=O)c2noc3c2CC(C(C)(C)C)CC3)c1C (stereo unspecified)
-1.3,COc1ccc(CCNC(=O)CN2CCCc3ccccc32)cc1OC
0.922,CC1CN(C(=O)Cc2ccc(-c3ccccc3)cc2)CC(C)O1 (stereo unspecified)
-0.428,CCn1c(=O)c(=O)[nH]c2cc(C(=O)Nc3ccc(S(=O)(=O)N4CCCC4)cc3)ccc21
1.63,c1cncc(C2Nc3ccccc3-c3nc4ccccc4n32)c1 (stereo unspecified)
-0.517,CCOC(=O)c1cc(-c2ccc(C)cc2)n(CC(=O)NCc2ccco2)c1C
-0.758,COc1c(-c2ccc(O)cc2)oc2cc(O)cc(O)c2c1=O
0.461,CC(C)C1NC(=S)N(Cc2ccccc2)C1=O (stereo unspecified)

(cont.)
Cav32 inh,compound
-9.92*,O=C(CN(C(=O)c1ccccc1Cl)C1CCCCC1)Nc1ccc(Cl)c([N+](=O)[O-])c1
-5.65*,O=C(Nc1nnc(SCc2ccc(F)cc2)s1)C1Cc2ccccc2CN1C(=O)c1ccco1 (stereo unspecified)
0.251,COc1cc(C)c(Br)cc1S(=O)(=O)NCc1ccccc1
0.82,CCCCCn1c(SCCOCC)nc2c1c(=O)[nH]c(=O)n2C
0.0988,O=C(CCC1CC(=O)Nc2ccccc21)NCc1ccc(F)cc1 (stereo unspecified)
0.194,O=C(NCc1ccco1)C12CC3CC(C1)CC(C(=O)NCc1ccco1)(C3)C2
0.144,CCC(C)(C)n1nnnc1C(c1cc2cc3c(cc2[nH]c1=O)OCO3)N1CCN(C)CC1 (stereo unspecified)
-0.971,O=C(NCc1ccccn1)c1cc(-c2ccccc2Cl)on1
0.39,O=S(=O)(c1ccc2nc(COc3ccccc3)[nH]c2c1)N1CCOCC1
-0.0383,COc1cccc(-c2nnc(-c3ccc(C(F)(F)F)cc3)o2)c1OC

Cav32 inh, hit marks shown above.
Cav32 inh,compound
-4.69*,Cc1ccccc1Cn1nc(C)c(NC(=O)c2noc3c2CC(C(C)(C)C)CC3)c1C (stereo unspecified)
-9.92*,O=C(CN(C(=O)c1ccccc1Cl)C1CCCCC1)Nc1ccc(Cl)c([N+](=O)[O-])c1
-5.65*,O=C(Nc1nnc(SCc2ccc(F)cc2)s1)C1Cc2ccccc2CN1C(=O)c1ccco1 (stereo unspecified)

The list goes on.
Cav32 inh,compound
0.516,CCc1nnc(NC(=O)CSc2nc3ccccc3o2)s1
0.131,Cc1ccccc1CN1CCN(CC(=O)NCc2ccc3c(c2)OCO3)C1=O
-7.09*,CC(=O)c1ccccc1OCC(O)CN1CCN(C(c2ccccc2)c2ccccc2)CC1 (stereo unspecified)
-0.283,CCCCNc1oc(-c2ccc(OC)cc2)nc1S(=O)(=O)c1ccccc1
-0.816,CC(NC(=O)Cn1cnc([N+](=O)[O-])n1)c1ccccc1 (stereo unspecified)
-0.721,COC(=O)C1=C(C)NC(C)=C(C(=O)OC)C1c1ccc2ccccc2n1
-1.55,CCCCN(CC)Cc1ccc(CNC(=O)Nc2ccc(OCC)cc2)o1
-0.00133,O=C1CC(C(=O)N(CC2CCCO2)C(C(=O)NC2CCCCC2)c2ccncc2)CS1 (stereo unspecified)
0.454,O=S(=O)(NCc1ccncc1)c1ccc(S(=O)(=O)NCC2CCCO2)cc1 (stereo unspecified)
-1.04,Cc1ccc(Nc2nc(N)nc(CN3CCN(c4ccccc4)CC3)n2)cc1Cl

(cont.)
Cav32 inh,compound
0.0271,COc1ccc(CN=Cc2c(C(F)(F)F)[nH][nH]c2=O)cc1
0.26,COCCCNC(=O)CN(c1cccc(Cl)c1C)S(C)(=O)=O
-1.67,Cc1ccc2nc(NCC(=O)O)nc(-c3ccccc3)c2c1
0.0459,CCn1c(SCC(=O)c2ccccc2)nnc1-c1cnccn1
0.947,Cc1nnc(NC(=O)CN2C(=O)c3ccccc3S2(=O)=O)s1
0.253,COC(C[C@H](O)C[C@@H](O)[C@@H](C)OCc1ccccc1)OC
-0.624,Cc1ccc2[nH]c3c(c2c1)CN(C(=O)CN1CCCc2ccccc21)CC3
-0.757,CC1CCCCN1Cc1ccc(-c2nnn(CC(=O)NC3CCCCC3)n2)cc1 (stereo unspecified)
-0.629,CCc1ccccc1N(CC(=O)O)S(C)(=O)=O
1.15,Cc1nc(-c2ccc(Cl)cc2)sc1C1(C)CC(c2ccccc2F)=NO1 (stereo unspecified)

More results
Cav32 inh,compound
0.49,O=C(CCc1nc2ccccc2[nH]1)Nc1ccccc1F
-0.0598,COc1ccc(S(=O)(=O)N(CC(=O)NC(C)C)Cc2ccccc2)cc1
0.183,c1ccc(-c2noc(-c3ccncc3)n2)nc1
0.573,CCOC(=O)c1ccc(N(C(=O)c2cnccn2)C(C(=O)NC2CCCCC2)c2cn(C)nc2C)cc1 (stereo unspecified)
-0.59,COc1ccccc1-n1c(C)cc(C=O)c1C
-0.164,CCCC1(C(=O)OC)NC(c2ccco2)C2C(=O)N(c3ccc(C)cc3)C(=O)C21 (stereo unspecified)
-0.211,Cc1nc2c(ccc3nc(NC(=O)c4ccc5c(c4)OCCO5)sc32)s1
-0.569,Brc1ccc(-c2nc(-c3cccnc3)no2)o1
-0.135,c1cc(-c2nnc3n2CCC3)[nH]n1
0.581,Cc1ccc(S(=O)(=O)N2CCCCC2)cc1C(=O)c1nccn1C

Later entries.
Cav32 inh,compound
-5,Cc1cccc2sc(NC(=O)CN(C)S(=O)(=O)c3cccs3)nc12
1.45,c1ccc(-c2nccc(-c3ccc(-n4cnc5ccccc54)cc3)n2)nc1
0.528,O=c1nc(N2CCOCC2)ccn1Cc1ccc(Br)cc1
0.156,CCOC(=O)COn1c(=O)c(C)[n+]([O-])c2ccccc21
-5.22*,COC(=O)c1ccc(COC(=O)CCc2nc(-c3ccccc3)c(-c3ccccc3)o2)cc1
-1.51,COc1ccc(NC(=O)C2CCCN(S(=O)(=O)c3cccc4nonc34)C2)cc1 (stereo unspecified)
0.398,COc1ccc(N2CCN(C(=O)Cn3c(=O)[nH]c4ccsc4c3=O)CC2)cc1
-1.91,CCc1ccc(NC(=O)CN(c2cccc(C)c2)S(C)(=O)=O)cc1
0.512,CCN(C(=O)CSc1nc(-c2ccccc2)c(-c2ccccc2)[nH]1)C1CCS(=O)(=O)C1 (stereo unspecified)
-0.507,CCC(=O)Nc1sccc1C(=O)OC

Structural class: the compounds so far containing a nitro group on carbon (2)
Cav32 inh,compound
-9.92*,O=C(CN(C(=O)c1ccccc1Cl)C1CCCCC1)Nc1ccc(Cl)c([N+](=O)[O-])c1
-0.816,CC(NC(=O)Cn1cnc([N+](=O)[O-])n1)c1ccccc1 (stereo unspecified)

Carrying on.
Cav32 inh,compound
1.07,N#Cc1c(C(F)(F)F)cc(-c2ccccc2)nc1SCC(=O)N1CCOCC1
-0.674,COC(=O)c1ccc(C23CC4(C2)[C@H](CN(C)[C@@H]4c2ccccc2)C3c2ccc(C(F)(F)F)cc2)cc1 (stereo partly specified)
0.389,Cc1ccc(OCC(=O)Nc2ccc(N(C)C)cc2)cc1
-4.87*,COc1ccc(CNC(=O)C(=O)NCC2OCCN2S(=O)(=O)c2cccs2)cc1 (stereo unspecified)
-2.67,Cc1cccc2sc(NNC(=O)C3COc4ccccc4O3)nc12 (stereo unspecified)
0.217,O=C(CSc1ncc(-c2ccccc2)nn1)NCc1ccco1
0.74,CCN(CC)CCNC(=O)c1ccc(Cl)c(S(=O)(=O)Nc2ccccc2OC)c1
-1.01,CCCOC(=O)CSC1=C(C#N)C(c2ccccc2OCC)C(C#N)C(=O)N1 (stereo unspecified)
1.05,CCOC(=O)Cn1cnc2c(nnn2Cc2ccc(Cl)cc2)c1=O
-0.711,CCC1(CC)NC(=O)NC1=O

Other results.
Cav32 inh,compound
-2.68,Cc1cccc(Cn2cnc3c(nnn3Cc3ccc(F)cc3)c2=O)c1
-0.364,CN1CCN(C(=O)CC23CC4CC(CC(C4)C2)C3)CC1
-0.196,CCOC(=O)c1[nH]c(C)c(C(=O)NC(C)CC)c1C (stereo unspecified)
-0.622,COC(=O)[C@H](C)NC(=O)Nc1ccc(OC)cc1OC
0.0566,CCC(=O)n1nc(-c2ccco2)nc1SCc1ccccc1
-0.488,Cn1c(C(=O)N2CCN(Cc3ccc4c(c3)OCO4)CC2)cc2c(=O)n(C)c3ccccc3c21
0.431,CC(NC(=O)NCCCn1ccnc1)(C(F)(F)F)C(F)(F)F
-0.104,Cc1ccc(C(=O)Nc2cc(=O)n(C)c(=O)n2C)cc1C
0.00864,CC(C)(C)n1nnnc1CN1CCN(C2CCCC2)CC1
-0.208,CC(C(=O)Nc1ccccc1)c1ccc(-c2ccccc2)c(F)c1 (stereo unspecified)

(further entries)
Cav32 inh,compound
-0.366,Cc1ccc(N2C(=O)N(CC(=O)N3CCCc4ccccc43)C(=O)C2C)cc1 (stereo unspecified)
-0.124,COC(=O)Nc1sc2c(c1C(=O)NCc1ccco1)CCCC2
-4.67,O=S(Cc1ccc(Cl)cc1)CC(O)(c1ccccc1)c1ccccc1 (stereo unspecified)
0.908,O=C(CCN1C(=O)c2ccccc2C1=O)Nc1ccc(F)cc1
0.105,O=[N+]([O-])c1ccc(Cl)c(/C=N/NC(=S)Nc2ccccc2)c1
0.488,CCOC(=O)c1ccc(NC(=O)Cn2nnc(-c3ccc(C)cc3)n2)cc1
1.79,COc1ccc(-c2nnc(SCC(=O)NCc3cccs3)n2C(C)C)cc1
0.0526,Cc1nc(Nc2nc3ccccc3o2)nc2c1CCC2
0.815,CCCCN(CC)CCCNC(=O)Cn1nc(Cc2ccncc2)c2ccccc2c1=O
0.0767,Cc1ccc2c(c1)/C(=N/OC(=O)c1ccc(F)cc1)CCS2

The list goes on:
Cav32 inh,compound
0.632,COC(=O)/C=C/c1ccc2c(c1)S(=O)(=O)N(c1cccc(OC)c1)[C@H]2CC(=O)OC
-0.533,COc1ccc(C(=O)CSc2n[nH]c(-c3ccco3)n2)cc1
0.833,O=C(NCCN1CCCCC1)c1cc2ccccc2[nH]1
-2.88,COC(=O)C(C(C)=O)C1=C/C(=N\S(=O)(=O)c2ccc(C)cc2)c2ccccc2C1=O (stereo unspecified)
0.15,CCCN1C(=O)c2ccc(C(=O)Nc3nccs3)cc2C1=O
0.985,CCn1c(SCC(=O)NCc2ccco2)nnc1-c1c[nH]c2ccccc12
-0.00489,COC(=O)c1ccccc1N=C(SC)N(C)C
0.0657,Cc1ccc(S(=O)(=O)N2CCC(C(=O)Nc3nnc(C4CCCC4)s3)CC2)cc1
-0.0228,Cc1ccc2nc(NCCCNC(=O)c3cnccn3)c(C#N)cc2c1
0.209,O=C(NC1CCCC1)C(c1cccs1)N(Cc1ccco1)C(=O)c1csnn1 (stereo unspecified)

Molecules listed so far that have a COOH group (4):
Cav32 inh,compound
-0.13,Cc1ccc(NC(=O)Cn2c(CCC(=O)O)ccc2-c2cccs2)cc1
0.744,CC(=O)N[C@H]1[C@H]([C@H](O)[C@H](O)CO)OC(C(=O)O)=C[C@@H]1O
-1.67,Cc1ccc2nc(NCC(=O)O)nc(-c3ccccc3)c2c1
-0.629,CCc1ccccc1N(CC(=O)O)S(C)(=O)=O

New compounds follow:
Cav32 inh,compound
-0.897,C=CCNc1sc(C(=O)c2ccccc2)c(N)c1C#N
0.672,CCN(CC)C(=O)C1CC(=O)OC1(C)C (stereo unspecified)
-0.00897,CNC(=O)CN1C(=O)NC2(CCc3ccccc32)C1=O (stereo unspecified)
-0.434,COc1ccc(C2Nc3ccccc3C(=O)N2c2ccc(C)cc2)cc1Cn1cc([N+](=O)[O-])cn1 (stereo unspecified)
0.909,O=C(C1CCC1)N1CCc2cc(S(=O)(=O)Nc3ccc4c(c3)OCCO4)ccc21
-0.494,CCOC(=O)c1c(NC(=S)Nc2ccccc2)sc2c1CCCCC2
-0.451,O=C(CSCc1ccccc1)N1CCN(c2ccc(F)cc2)CC1
0.092,CN(C)CCCOC(=O)c1ccccc1Cl
0.0653,O=C(CSc1nc2nc[nH]c2c(=O)[nH]1)NC1CCCCC1
-0.0438,Cc1cc(NC(=O)c2ccc(NC(=O)C(C)Oc3ccccc3)cc2)no1 (stereo unspecified)

Continuation:
Cav32 inh,compound
0.21,CN(C)[C@@H](CO)c1nnc([C@H](CC(=O)O)NC(=O)C2CCNCC2)o1
-1.38,O=C(Cn1cc2c(n1)CCCCC2)Nc1c(F)c(F)cc(F)c1F
0.582,O=C(c1ccccn1)N1CCN(C(=O)c2ccccn2)CC1
-5.3*,O=C(Nc1ccccc1)c1ccc(-c2ccc(Br)cc2)o1
0.0971,CC1Cc2ccccc2N1C(=O)c1cnc2sccn2c1=O (stereo unspecified)
-5.46*,O=C(COc1ccc(S(=O)(=O)N2CCOCC2)cc1)Nc1ccc(Cl)c(C(F)(F)F)c1
-0.625,CCn1ccc(C(=O)Nc2ccc(Cl)cn2)n1
